# Assay outcomes as filed in PubChem BioAssay.
# GSH bead fluor = compound fluoresces at 488/530 nm on GSH beads; GSH beads flow cytometry, compound fluorescence 488/530 nm; stronger effect = higher value; fluorescence (KMESF) at 10 µM; 190,000 tested, 0.25% active; in the data active means fluorescence above about 89;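 further: glutathione beads carrying GST-tagged Bcl family fusion proteins plus one bare bead set; values are compound well signal with DMSO vehicle wells as background; inactives centre near 16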
# Pf gametocyte = kills late stage P. falciparum gametocytes. 150,000 tested, 0.065% active. P. falciparum stage V gametocytes, ATP luminescence, 24 h. inhibition, % at 10.9 µM;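 active means inhibition above the mean plus 3 SD of compounds within the control limits, set per campaign, cut at about 38% in these data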;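 further: 0% = DMSO wells and 100% = medium only without gametocytes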
# Avidin fluor = avidin bead compound fluorescence profile; Avidin beads, compound fluorescence 488/530 nm, flow cytometry; stronger effect = higher value; fluorescence (KMESF) at 10 µM; 220,000 tested, 0.38% active; AID 1775; in the data active means fluorescence above about 47; further: inactives centre near 10
# Rac1 mut GTP = human Rac1 activated mutant GTP binding change; P63000; GST-Rac1 activated beads, fluorescent GTP binding, flow cytometry; actives lie on both sides; 100% means binding = to untreated wells; percent activity (GTP binding), % at 10 µM; 190,000 tested, 0.11% active;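 active means GTP binding at least 20 percentage points away from the 100% baseline, in either direction, so actives lie on both sides; inconclusive means Compound likely fluorescent itself, or too few beads counted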
# Rac1 wt GTP bind = human Rac1 wildtype GTP binding, inhibitors and activators; P63000; GST-Rac1 beads, fluorescent GTP binding, flow cytometry; actives lie on both sides; 0 = cold GTP competed, 100 = untreated; GTP binding activity (% of control), % at 10 µM; 190,000 tested, 0.27% active; AID 757;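 active means GTP binding activity at least 20 points away from the 100% control level, either lower or higher; inconclusive means compound flagged as likely green fluorescent, judged across all proteins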
# Rab7 wt GTP bind = alters GTP binding to wildtype dog Rab7. GST-Rab7 beads, fluorescent GTP binding, flow cytometry; actives lie on both sides; untreated = 100%, excess cold GTP = 0%. 190,000 tested, 0.055% active. GTP binding activity (percent of control), % at 10 µM. AID 758;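 active means fluorescent GTP binding to Rab7 beads changed by at least 20 points from the 100% baseline, either direction, mostly lower; inconclusive means compound itself probably fluorescent, or too few beads counted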;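 further: median green fluorescence of bound Bodipy-FL-GTP per Rab7 bead population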
# Rab2 wt GTP = changes GTP binding to wildtype dog Rab2A, up or down; P61105; GST-Rab2 wt beads, Bodipy-GTP binding, flow cytometry; GTP binding activity, % at 10 µM; 190,000 tested, 0.19% active; AID 760;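 active means GTP binding activity at least 20 points away from 100%, either lowered or raised; inconclusive means signal likely due to the compound's own green fluorescence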;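 further: 0% = beads with excess unlabeled GTP and 100% = no-compound control corrected for plate trend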
# HRas wt GTP = human HRas wildtype GTP binding, change in either direction. P01112. GST-Ras wt beads, Bodipy-FL-GTP binding, flow cytometry; actives lie on both sides. GTP binding activity, % at 10 µM. 190,000 tested, 0.14% active. AID 759;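 active means GTP binding activity at least 20% away from the 100% baseline, either lowered as inhibitor or raised as activator; inconclusive means flagged as likely green fluorescent, judged across all proteins in the well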;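 further: 0% = unlabeled GTP competition control and 100% = no-compound control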
# Target sequence (P01112 whole entry, looked up): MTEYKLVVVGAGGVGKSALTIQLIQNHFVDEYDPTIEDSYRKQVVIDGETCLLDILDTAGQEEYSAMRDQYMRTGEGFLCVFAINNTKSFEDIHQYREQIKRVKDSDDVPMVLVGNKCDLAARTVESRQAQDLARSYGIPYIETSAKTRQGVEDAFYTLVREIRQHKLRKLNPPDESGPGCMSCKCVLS
# Mcl1-Bid inh = disrupts binding of human Mcl-1 to Bid peptide. 220,000 tested, 0.97% active. AID 1021. TR-FRET Mcl-1/Bid-Dy647 peptide binding, 1536-well. inhibition, % at 21.7 µM. Q07820;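 active means compounds that cut the binding signal by more than half at the single screening dose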;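 further: His-tagged Mcl-1 with europium anti-His antibody binding Bid BH3 peptide; 0% = Mcl-1 plus peptide wells and 100% = peptide-only wells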
# Target sequence (Q07820 whole entry, looked up): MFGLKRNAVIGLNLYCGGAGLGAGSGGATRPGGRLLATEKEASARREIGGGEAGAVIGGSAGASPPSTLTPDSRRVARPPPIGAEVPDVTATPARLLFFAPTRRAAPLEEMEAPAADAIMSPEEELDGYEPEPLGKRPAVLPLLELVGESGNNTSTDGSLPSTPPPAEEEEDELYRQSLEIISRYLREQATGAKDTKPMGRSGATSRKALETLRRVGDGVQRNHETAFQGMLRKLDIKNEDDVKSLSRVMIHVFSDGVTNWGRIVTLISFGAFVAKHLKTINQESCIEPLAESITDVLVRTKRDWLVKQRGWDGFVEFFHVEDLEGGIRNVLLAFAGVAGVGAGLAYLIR
# Mcl1 Noxa PPI = disrupts binding of human Mcl-1 to Noxa peptide; Q07820; TR-FRET Mcl-1/Noxa peptide binding, 2 h; inhibition, % at 21.7 µM; 220,000 tested, 1.5% active;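 active means compounds that cut the protein-peptide binding signal by more than 50% relative to plate controls in a single-dose test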;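 further: His-tagged Mcl-1 with rhodamine Noxa BH3 peptide and terbium anti-His antibody; 0% = Mcl-1 plus Noxa peptide wells and 100% = peptide-only wells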
# Cdc42 wt GTP = changes GTP binding to wildtype human Cdc42 | P60953 | GST-Cdc42 beads, Bodipy-GTP binding, flow cytometry; actives lie on both sides | percent activity (GTP binding), % at 10 µM | 190,000 tested, 0.2% active;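 active means percent activity GTP binding at least 20 points away from the 100% baseline, either down as inhibitor or up as activator; inconclusive means compound flagged as likely green fluorescent from well-wide comparison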;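 further: median bead fluorescence of bound Bodipy-FL-GTP at 100 nM; 0% = excess unlabeled GTP control and 100% = no compound control; below 100% means less GTP binding so inhibitor and above means activator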
# Target sequence (P60953 whole entry, looked up): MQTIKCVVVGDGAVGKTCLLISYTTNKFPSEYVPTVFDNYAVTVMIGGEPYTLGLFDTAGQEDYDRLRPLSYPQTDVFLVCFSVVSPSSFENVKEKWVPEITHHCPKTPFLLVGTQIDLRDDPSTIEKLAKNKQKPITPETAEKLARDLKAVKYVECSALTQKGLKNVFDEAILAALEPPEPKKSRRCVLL
# Starred values were filed as active, the others as inactive; ? = inconclusive; · = not tested or not shown.
SMILES,GSH bead fluor,Pf gametocyte,Avidin fluor,Rac1 mut GTP,Rac1 wt GTP bind,Rab7 wt GTP bind,Rab2 wt GTP,HRas wt GTP,Mcl1-Bid inh,Mcl1 Noxa PPI,Cdc42 wt GTP
O=C(CSc1ccc(Cl)cc1)Nc1ccccc1N1CCN(C(=O)c2ccc(Cl)cc2)CC1,10,-1,17,97,103,100,97,97,36,3,98
COc1cc(C(=O)O/N=C2/C=CC(=O)C(C)=C2C)cc(OC)c1OC,25,-33,21,100,104,102,100,101,-21,15,102
COc1ccc(NC(=O)N2CCC(Cc3ccccc3)CC2)cc1,12,10,21,98,97,107,99,100,-50,8,97
CCCCOCC1CC(CC#CCN2CCCCC2)C(=O)O1 (stereo not given),11,-14,11,?,?,?,?,?,-9,23,?
COc1ccc(CCNC(=O)c2nnn(CC(=O)Nc3ccccc3C)c2N)cc1OC,23,·,7,101,103,99,101,101,6,14,104
CCOC(=O)c1c(NC(=O)c2ccoc2C)sc(C(=O)N(C)C)c1C,8,-3,10,98,107,102,103,101,-15,13,101
CC(C)(C)C(=O)Oc1cc(N)n(S(=O)(=O)c2ccccc2)n1,58,·,4,100,101,99,102,101,2,2,102
CN(C)/C=N/C(=S)Nc1ccc(F)cc1,37,·,14,95,97,95,97,98,-38,11,97
Cc1cc(N2CCCC2)nc2ccc(NC(=S)NCCCOC(C)C)cc12,14,-3,8,98,100,100,97,95,-23,24,99
CCC(=O)Nc1nc(C)c(C(=O)NC2CCCCC2)s1,30,·,5,100,106,97,101,103,-12,2,102
CN(C)c1ccc(/C=N/NC(=O)COc2ccccc2)cc1,15,9,9,93,95,94,92,93,-38,34,96
CCOC(=O)N1CCC(NC(=O)CSc2cc(=O)n(C)c3ccccc23)CC1,28,-11,11,96,97,98,95,99,-26,5,99
CC(=O)Nc1ccc(OS(=O)(=O)c2ccc(C)cc2C)cc1,10,21,10,95,99,95,96,95,-10,-12,95
CC1(c2ccc(Cl)cc2)NC(=O)N(CC(=O)NC(=O)NCc2ccco2)C1=O (stereo not given),36,·,5,99,100,99,100,99,-12,11,100
O=C1C2C3C=CC(C3)C2C(=O)N1CCc1ccccc1 (stereo not given),42,·,4,101,106,100,102,102,8,-4,102
O=S(=O)(NCCSc1nc2ccccc2o1)c1ccccc1,31,10,12,99,100,97,100,98,-17,5,98
COC(=O)C1=C(C)Nc2nc(SCc3ccccc3)[nH]c(=O)c2C1c1cccs1 (stereo not given),16,·,7,98,104,98,98,100,1,-1,100
Cc1ccccc1-n1nc(CSc2nc3ccccc3[nH]2)c(-c2ccccc2)c1N,11,-9,11,99,101,96,96,99,-28,17,102
Cn1c(CNc2ccc(Cl)cc2)nnc1SCCN1CCCCC1,28,·,6,101,110,102,102,104,-30,23,105
Cc1ccc(N(C(C)C(=O)Nc2ccccc2C(=O)N2CCOCC2)S(C)(=O)=O)cc1C (stereo not given),26,·,13,99,103,104,102,104,-9,-3,102
O=C(CN1CCCC1)N1c2ccccc2Sc2ccc(C(F)(F)F)cc21,11,17,23,99,103,102,100,102,-11,5,101
O=C(Cn1nnc2ccccc21)Nc1ccccc1[N+](=O)[O-],8,-7,12,96,103,106,100,101,5,2,100
O=C(NNC(=O)C1CC2CCC1C2)c1sc2ccccc2c1Cl (stereo not given),17,2,94*,99,102,100,96,100,-17,17,103
O=C(c1cnccn1)N1CCc2c([nH]c3ccccc23)C1c1cccc(Cl)c1 (stereo not given),9,-9,3,96,101,102,96,99,-14,-5,97
CC/C(=N\NC(=O)C1CC1)c1cccc(Cl)c1,11,3,11,94,101,108,97,99,-24,23,96
SMILES,GSH bead fluor,Pf gametocyte,Avidin fluor,Rac1 mut GTP,Rac1 wt GTP bind,Rab7 wt GTP bind,Rab2 wt GTP,HRas wt GTP,Mcl1-Bid inh,Mcl1 Noxa PPI,Cdc42 wt GTP
CC(=O)Nc1cccc(Oc2ccc3c(c2)C(=O)N(CCC(=O)O)C3=O)c1,23,·,13,98,104,96,99,99,-3,14,102
Cc1cccc(NC(=O)N2CCC(c3nc4ccccc4o3)CC2)c1,52,-20,8,100,106,95,98,99,-52,-30,100
CC(C)(C)NS(=O)(=O)CC12CCC(CC1=O)C2(C)C (stereo not given),18,-1,38,99,102,102,100,99,-10,4,100
COc1ccc2cc(CN(Cc3cccnc3)Cc3nnnn3Cc3ccccc3)c(=O)[nH]c2c1,19,19,3,97,98,98,97,99,-34,-5,99
OCc1cnc(SCc2ccccc2)n1Cc1ccccc1,15,2,8,96,99,102,96,99,-35,18,93
Cc1ccc(SCCC(=O)N/N=C/c2ccccc2O)cc1,18,-16,11,98,100,99,97,98,-61,-10,102
CCOc1ccc(N(CC(N)=O)S(=O)(=O)c2ccc(F)cc2)cc1,8,15,10,97,108,102,100,100,-20,-12,100
COc1ccc(NC(=O)Cc2c(F)cccc2Cl)c(OC)c1,6,·,13,100,101,97,99,100,-3,10,102
CCC(=O)N=C1SC2CS(=O)(=O)CC2N1c1cccc(OC)c1 (stereo not given),9,·,11,95,119,98,103,101,-8,5,96
Nc1ccccc1-c1nnc(-c2ccc(-c3ccccc3)cc2)o1,11,-16,17,104,109,106,107,105,-32,-8,108
Cc1ccc(N2CC(C(=O)NCc3cccs3)CC2=O)cc1C (stereo not given),21,·,21,101,106,96,99,101,-4,-8,104
C=C(Cl)COc1ccc2c(CCC)cc(=O)oc2c1,30,-11,10,99,100,99,99,100,-13,11,100
Cc1ccc(S(=O)(=O)N2CCC(C(N)=O)CC2)c(C)c1C,11,-8,8,95,98,101,102,98,7,3,99
CCC1CCc2c(sc(NC(=O)CSc3nc(-c4ccco4)cc(C(F)(F)F)n3)c2C#N)C1 (stereo not given),10,6,9,94,95,94,93,96,-35,14,93
CC(C)(C)Nc1nc2nonc2nc1NC(C)(C)C,21,·,11,95,98,95,96,94,-1,9,97
Cc1nc2nc(CCc3ccccc3)nn2c(C)c1Cl,13,-11,32,95,97,92,95,99,-21,8,102
CC1=NNC(=O)/C1=C\c1cn(-c2ccccc2)nc1-c1cccs1,24,6,12,97,99,96,96,98,34,14,96
CCc1cccc(C)c1NC(=O)CO/N=C(\C)c1cc2ccccc2o1,7,·,14,98,102,96,97,97,-11,34,101
COC(=O)c1ccc(N2CCN(S(=O)(=O)c3c(C)cc(C)cc3C)CC2)c([N+](=O)[O-])c1,13,·,32,95,98,99,97,99,-11,15,98
Cc1noc(C)c1S(=O)(=O)N1CCC2(CC1)OCCO2,15,·,12,93,93,100,93,96,-5,2,97
Cc1cc(-c2csc(NC(=O)c3ccc(S(=O)(=O)N(C)C)cc3)n2)c(C)n1-c1ccccc1,7,13,3,98,98,102,99,98,-15,28,98
CN1CCN(NC(=O)CN2C(=O)/C(=C/c3ccccc3F)SC2=S)CC1,19,4,14,102,103,100,100,101,-70,-20,102
Brc1ccc(CSc2ccc3nnc(-c4ccccn4)n3n2)cc1,10,-1,6,?,?,?,?,?,13,14,?
C/C(=C\c1ccccc1)CN1CCN(c2ccccc2F)CC1,16,·,35,?,?,?,?,?,33,29,?
Cc1ccc(CON=C2CCN(c3ncc(C(F)(F)F)cc3Cl)CC2)cc1,14,-24,11,98,102,102,99,100,-15,4,96

# Nine compounds from above, sorted by heavy-atom count, ascending:
SMILES,GSH bead fluor,Pf gametocyte,Avidin fluor,Rac1 mut GTP,Rac1 wt GTP bind,Rab7 wt GTP bind,Rab2 wt GTP,HRas wt GTP,Mcl1-Bid inh,Mcl1 Noxa PPI,Cdc42 wt GTP
CC(C)(C)NS(=O)(=O)CC12CCC(CC1=O)C2(C)C (stereo not given),18,-1,38,99,102,102,100,99,-10,4,100
Cc1noc(C)c1S(=O)(=O)N1CCC2(CC1)OCCO2,15,·,12,93,93,100,93,96,-5,2,97
Cc1ccc(S(=O)(=O)N2CCC(C(N)=O)CC2)c(C)c1C,11,-8,8,95,98,101,102,98,7,3,99
Cc1ccc(SCCC(=O)N/N=C/c2ccccc2O)cc1,18,-16,11,98,100,99,97,98,-61,-10,102
CC1=NNC(=O)/C1=C\c1cn(-c2ccccc2)nc1-c1cccs1,24,6,12,97,99,96,96,98,34,14,96
Cc1cccc(NC(=O)N2CCC(c3nc4ccccc4o3)CC2)c1,52,-20,8,100,106,95,98,99,-52,-30,100
Cc1ccc(CON=C2CCN(c3ncc(C(F)(F)F)cc3Cl)CC2)cc1,14,-24,11,98,102,102,99,100,-15,4,96
COC(=O)c1ccc(N2CCN(S(=O)(=O)c3c(C)cc(C)cc3C)CC2)c([N+](=O)[O-])c1,13,·,32,95,98,99,97,99,-11,15,98
CCC1CCc2c(sc(NC(=O)CSc3nc(-c4ccco4)cc(C(F)(F)F)n3)c2C#N)C1 (stereo not given),10,6,9,94,95,94,93,96,-35,14,93

# New compounds follow:
SMILES,GSH bead fluor,Pf gametocyte,Avidin fluor,Rac1 mut GTP,Rac1 wt GTP bind,Rab7 wt GTP bind,Rab2 wt GTP,HRas wt GTP,Mcl1-Bid inh,Mcl1 Noxa PPI,Cdc42 wt GTP
Cc1ccc(NC(=O)CN(C)CC(=O)Nc2ccc(N3CCOCC3)cc2)c([N+](=O)[O-])c1,7,13,12,100,103,98,100,99,-55,34,101
CN1CCN(C(=O)c2ccc3c(=O)n(Cc4ccco4)c(=S)[nH]c3c2)CC1,28,·,10,99,101,100,101,100,-12,11,101
CCN(CCNC(=O)c1cc(C)nn1-c1ccccc1)c1ccccc1,12,·,7,99,104,98,100,98,-38,4,105
Cc1ccc(C)c(NC(=O)CCC(=O)NNC(=O)c2cccs2)c1,10,·,18,101,105,99,102,103,-5,4,101
CCn1c(SCc2nc(-c3cccs3)no2)nnc1-c1c[nH]c2ccccc12,39,·,8,100,104,103,102,103,-6,21,103
Nc1ccc(-c2nc3ccccc3[nH]2)cc1,25,·,19,95,98,98,97,96,-4,25,97
Cc1nn(-c2ccccc2)c2sc(C(=O)OCn3nnc4ccccc4c3=O)cc12,21,-17,12,100,105,99,101,102,44,19,106
Brc1cccc(-c2nnc(SCc3nc4ccccc4[nH]3)o2)c1,14,3,26,98,97,95,100,98,-11,-2,98
Cc1ccc(/C=C2\SC(N)=NC2=O)s1,9,11,2,99,98,100,97,97,12,17,95
